Bioassay records (PubChem BioAssay)
S1P2 ag: S1P2 (human) receptor agonism. AID 729. activation, % at 4.5 µM. S1P2-expressing cell line, agonist reporter read-out. 0.46% of 97,000 active; in the data active = activation above about 16%;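 also: 0% = vehicle low control and 100% = maximal reference agonist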
PostGolgi yeast: growth inhibition of a yeast mutant, post-Golgi transport screen. post-Golgi transport phenotypic cell assay. inhibition, % at 10 µM. 0.9% of 98,000 active. AID 739;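 also: yeast cells grown in 1536-well plates; yeast grown about 18 h at 30C before absorbance read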
HIV Rev-RRE inh: inhibitors of HIV-1 Rev-RRE RNA interaction | P05866 | Rev peptide-RRE RNA binding, FRET | inhibition, % at 8 µM | 0.79% of 97,000 active | AID 704;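 active = inhibition above the screen-wide mean plus 3 SD, cut at about 35% in these data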;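 also: 0% = median DMSO wells and 100% = median Neomycin B control wells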
Target sequence (P05866 whole entry, looked up): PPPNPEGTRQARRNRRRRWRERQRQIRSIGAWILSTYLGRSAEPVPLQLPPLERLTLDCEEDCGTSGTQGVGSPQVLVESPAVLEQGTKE
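Test system: Cy5-tagged RRE RNA duplex with fluorescein-tagged Rev peptide | Read-out: % inhibition of FRET ratio versus controls | Probe or stimulus: Labelled Rev peptide | Incubation: 5 min RNA-compound premix plus 15 min binding step, 25 °C | Technique: FRET fluorescence readout | Benchmarks: DMSO low control, neomycin B high control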
PostGolgi ctrl: yeast control strain growth, post-Golgi counter-screen. efflux-deficient yeast background strain, growth absorbance A615, 16 h. 5% of 98,000 active. inhibition, % at 10 µM
S1P2 blocker: blocks the human S1P2 receptor; cell-based S1P2 antagonist assay, inhibition at 5 uM; inhibition, % at 5 µM; 0.21% of 97,000 active; AID 736; in the data active = inhibition above about 45%;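 also: CRE beta-lactamase reporter cells expressing human S1P2 stimulated with S1P; 0% = agonist at EC80 alone and 100% = agonist plus reference antagonist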
PTPN22 inh 2: blocks human PTPN22 phosphatase activity; 0.21% of 96,000 active; recombinant LYP catalytic domain, DiFMUP fluorescence; Q9Y2R2; inhibition, % at 2 µM;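 active = inhibition at 2 µM at or above a set limit, the screen mean plus 3 SD, cut at about 24% in these data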;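 also: 0% = DMSO with enzyme and 100% = enzyme fully blocked by orthovanadate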
Target sequence (Q9Y2R2 whole entry, looked up, the tested form may be a part): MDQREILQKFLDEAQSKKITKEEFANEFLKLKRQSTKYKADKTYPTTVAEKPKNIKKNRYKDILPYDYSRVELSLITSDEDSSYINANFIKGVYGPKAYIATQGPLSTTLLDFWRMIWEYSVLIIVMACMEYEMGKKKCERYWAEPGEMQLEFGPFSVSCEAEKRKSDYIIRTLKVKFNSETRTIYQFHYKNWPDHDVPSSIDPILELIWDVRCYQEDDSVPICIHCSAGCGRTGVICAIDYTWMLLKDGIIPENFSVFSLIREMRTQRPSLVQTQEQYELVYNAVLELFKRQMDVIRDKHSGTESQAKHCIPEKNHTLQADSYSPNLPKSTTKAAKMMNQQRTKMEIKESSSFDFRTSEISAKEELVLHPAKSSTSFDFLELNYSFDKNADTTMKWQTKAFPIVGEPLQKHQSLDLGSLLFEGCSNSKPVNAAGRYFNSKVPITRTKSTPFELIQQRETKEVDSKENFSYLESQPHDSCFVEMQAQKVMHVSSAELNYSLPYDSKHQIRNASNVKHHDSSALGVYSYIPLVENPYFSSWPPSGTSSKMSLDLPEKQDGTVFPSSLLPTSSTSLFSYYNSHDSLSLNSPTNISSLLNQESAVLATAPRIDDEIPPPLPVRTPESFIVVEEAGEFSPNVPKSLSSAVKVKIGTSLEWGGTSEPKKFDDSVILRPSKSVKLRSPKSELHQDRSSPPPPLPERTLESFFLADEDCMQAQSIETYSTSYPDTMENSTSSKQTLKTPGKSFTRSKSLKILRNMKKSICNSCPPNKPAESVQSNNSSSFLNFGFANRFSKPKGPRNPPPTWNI
EphB4 ephrin blk: antagonists of human EphB4-ephrin-B2 interaction; 0.15% of 97,000 active; EphB4 LBD / TNYL-RAW-Alexa532 peptide, fluorescence polarization; AID 720; inhibition, % at 7 µM;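 active = inhibition above the screen-wide mean inhibition plus 3 SD, cut at about 15% in these data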;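 also: 0% = DMSO wells and 100% = excess unlabeled TNYL-RAW peptide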
FAK inh: inhibitors of human focal adhesion kinase | Q05397 | biochemical FAK kinase activity assay | 0.84% of 97,000 active | inhibition, %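 (tested at 7 µM)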; in the data active = inhibition above about 19%;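 also: 0% = DMSO and 100% = reference compound high control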
PTPN22 act: increases human PTPN22 phosphatase activity; activation, % at 2 µM; recombinant LYP, DiFMUP fluorescence; 0 = plate median, 100 = signal doubled; AID 697; 0.11% of 96,000 active; Q9Y2R2;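 active = activation at 2 µM above a set limit, the mean plus 5 SD, cut at about 37% in these data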
The depositor's hits bear a star; . = not tested or not shown. Rule as the data show it, unless noted: active = inhibition above about 30%; inactive = the rest.

Order of values: S1P2 ag, PostGolgi yeast, HIV Rev-RRE inh, PostGolgi ctrl, S1P2 blocker, PTPN22 inh 2, EphB4 ephrin blk, FAK inh, PTPN22 act
> COCc1nnc(NC(=O)CSc2ccccc2)s1
→ 1.2, -6.2, 5.4, 12.1, -22.7, -16.3, -0.4, 1.1, 14.9
> O=C(C1CCC(=O)N1Cc1cccnc1)N1CCN(c2ccc(F)cc2)CC1 (stereo not drawn)
→ -2.4, 2.7, 8.3, 3.2, 11.6, 2.3, -0.8, -13.1, -5.3
> COC(=O)[C@H](CCSC)NC(=O)NCCc1ccccc1F
→ -1.7, -3.4, 4.0, -4.0, 10.4, -3.5, -5.3, -1.4, 3.5
> O=C(Nn1cnnc1)c1ccc(F)c(S(=O)(=O)N2CCCCC2)c1
→ -11.0, 18.2, 7.8, -1.8, 3.4, -10.4, 2.6, 2.9, 6.0
> CSCCC(C(=O)NC1=NCCS1)N1C(=O)c2ccccc2C1=O (stereo not drawn)
→ -7.7, 2.9, 8.7, 3.8, 1.5, 2.1, 3.1, 0.0, -1.5
> Cc1c(NC(=O)c2cc(-c3ccc(Cl)s3)nc3ccccc23)c(=O)n(-c2ccccc2)n1C
→ -14.2, 9.4, 5.9, 44.6*, 13.5, -1.6, -1.0, 3.0, 3.7
> O=C(O)CCC(=O)Nc1ccc(N2CCCCCC2)cc1
→ -0.2, 5.0, 0.2, 4.3, -4.4, -3.0, 2.3, -0.8, 2.7
> CC(C)NS(=O)(=O)c1ccc(OCC(=O)Nc2ccccc2F)cc1
→ -3.4, 9.3, 8.9, -1.5, 9.2, 11.2, 2.5, -0.4, -10.7
> COc1ccc(N2C(=O)c3ccccc3NC2c2ccc(OC)c(CSc3ccccn3)c2)cc1 (stereo not drawn)
→ -10.0, 15.4, -0.8, 11.6, 2.4, 10.3, 2.7, -34.6, -6.7
> O=c1cc(C(F)(F)F)oc2c1ccc1ccccc12
→ 0.3, ., 4.8, ., -8.4, -8.3, 0.9, 4.1, 5.2
> CC(Sc1cccc2cccc(C(=O)O)c12)C(=O)O (stereo not drawn)
→ -4.5, 2.1, 5.4, 3.3, -7.5, 11.7, -0.9, 2.3, -11.2
> CCOC(=O)N1CCN(c2ccc(C(=O)c3cccc(F)c3)cc2)CC1
→ -3.7, -12.1, 12.2, 4.2, -32.0, 0.3, -0.8, 0.1, 1.4
> Nc1nc(N2CCCCC2)nc(N(c2ccccc2)c2ccccc2)n1
→ -3.5, -2.9, 2.1, 11.9, -5.1, 2.5, 0.0, -12.6, -4.1
> Cc1noc(C)c1S(=O)(=O)N(C)CC(=O)NCc1ccccc1
→ -5.4, 4.4, 4.9, -0.6, 14.9, -3.2, 0.0, -4.3, 2.1
> CSCC[C@@H](Nc1nc(-c2ccccc2)nc2c1oc1ccccc12)C(=O)O
→ -8.5, 5.9, 0.7, -3.4, -1.4, 10.9, 0.8, -3.8, -7.4
> Cn1cccc1C(=O)N1CCN(c2cccc(C(F)(F)F)c2)CC1
→ -9.9, 2.2, 7.0, 4.4, 6.1, -13.3, 4.2, 2.9, 9.8
> COc1ccc(N(CC(O)CN2C(=O)NC(C)(C)C2=O)S(=O)(=O)c2ccc(C)cc2)cc1 (stereo not drawn)
→ -7.1, 20.3, 7.9, 6.5, 3.5, -0.6, 7.3, -1.5, 2.0
> COc1ccc(Oc2cn[nH]c2-c2ccc(O)cc2O)cc1
→ -0.6, 3.6, 3.5, 7.7, -0.6, -1.4, -8.1, 12.4, 0.8
> COc1cccc(Nc2nc3ccccc3nc2NS(=O)(=O)c2cccs2)c1
→ -11.3, -4.2, 3.6, 22.9, -14.7, -2.8, -5.1, -3.0, -0.6
> Cc1ccccc1NCc1ccccc1O
→ -8.2, 2.3, -1.6, -1.6, -10.7, -0.7, 1.9, -1.8, -1.9
> CCOC(=O)c1sc(N(Cc2ccccc2)C(=O)CSc2ncn[nH]2)nc1C
→ -4.0, -2.2, 15.7, -0.7, -20.0, 11.1, 3.1, 1.3, -10.3
> Cc1cc(/N=C/N(C)C)on1
→ -3.4, -1.6, 5.5, 0.0, 12.8, 3.8, 2.2, 0.9, -5.4
> CC1CCCC(NC(=O)C2CCN(S(=O)(=O)N3CCC4(CC3)OCCO4)CC2)C1C (stereo not drawn)
→ -7.1, 5.3, -1.0, 7.9, 11.1, -2.1, -5.5, -3.3, 0.6
> CC1(C)CC(=O)C2=C(C1)N(Cc1cccnc1)C(=O)C2(NC(=O)C1CC1)C(F)(F)F (stereo not drawn)
→ -4.4, 3.7, 3.6, -11.8, 12.5, -4.1, -7.8, 0.5, 2.3
> COc1ccc(C2C(C(=O)NCCN3CCOCC3)c3ccccc3C(=O)N2C2CCCCC2)cc1 (stereo not drawn)
→ -5.9, -0.9, 7.0, -2.3, 2.0, 4.9, 0.8, 0.1, -5.9
> CC1(C)CC(=O)C(/C=N/c2ccccn2)=C(O)C1
→ -5.5, 5.0, -0.1, 11.6, 12.4, 13.5, -7.5, -6.2, -15.8
> COc1ccc(OC)c(NC(=O)CSc2ccccc2)c1
→ -5.9, 2.4, 5.4, 10.5, -6.7, 4.6, -5.4, 9.6, -0.6
> CNC(=O)c1nn(-c2ccc(C)cc2)ccc1=O
→ -2.0, -7.4, 6.6, 6.5, 16.8, 5.2, 6.1, -1.8, -1.2
> O=C(Nc1cnccn1)c1csc2ccccc12
→ 0.7, -2.5, 1.7, -8.5, -6.7, 0.9, -3.7, 1.2, -1.6
> O=C(NCc1ccc(F)cc1)c1ccc(CS(=O)(=O)Cc2ccccc2F)o1
→ -4.4, -3.6, 1.2, 7.8, 16.8, 1.8, 5.9, -4.0, -4.8
> CCc1ccc(NC(=O)c2cc(-c3ccco3)on2)cc1
→ -9.0, -2.5, 11.1, -1.6, 5.0, -9.8, 0.0, -5.6, 4.3
> CC(C)(C)NC(=O)CSC(=Nc1cccc(F)c1)NC#N
→ -7.0, 5.6, 7.7, 2.1, 3.9, -15.0, 2.5, -0.2, 11.1
> Cc1ccc(O)c(NC(=O)c2ccco2)c1
→ -6.9, 5.5, 10.8, 3.3, 14.7, 6.0, 4.8, 8.3, -3.0
> CSc1ccccc1NC(=O)c1noc2c1CCC2
→ -7.6, -8.3, -5.9, 2.2, 3.2, 0.5, -0.7, 9.3, -3.2
> Cc1ccc(NC(=O)N2CCC(C(N)=O)CC2)cc1
→ -4.9, -2.4, 2.7, 15.8, 0.1, 0.3, -1.3, 0.7, 1.0
> c1cncc(CSc2nnc(-c3cccnc3)n2Cc2ccco2)c1
→ -1.1, -2.5, 2.0, -2.8, 4.8, 2.3, -0.4, -3.6, -3.7
> N#Cc1c(N2CCN(C(=O)c3ccccc3)CC2)nc(-c2ccccc2)c2c1CCCC2
→ -0.2, 57.0*, 6.8, 28.5, -74.3, 13.6, -4.9, 1.4, -11.7
> COc1ccccc1NC(=O)CSc1nnc(-c2ccncc2)o1
→ -2.7, -2.4, 4.2, 7.6, 0.2, -2.4, 2.7, -0.5, -0.8
> O=c1cnc2ccccc2n1CC1CCCCC1
→ -4.1, -4.0, -0.4, 5.3, -11.3, -6.1, -2.5, 6.8, 3.4
> Cc1ccc(NC(=O)CN(C)C(=O)CSc2nc3ccccc3o2)cc1
→ -9.7, 2.1, 4.7, 9.6, 1.3, 0.5, -5.4, -2.3, 2.2
> CCC1(C)Cc2ccccc2-c2nc(NCCO)[nH]c(=O)c21 (stereo not drawn)
→ -6.6, -0.6, 8.5, 10.8, -11.6, 0.7, -1.2, 3.5, -3.3
> CS(=O)(=O)c1sc2nc(-c3ccccc3)cc(-c3ccccc3)c2c1N
→ -5.5, -4.8, 11.0, 10.9, 14.9, 13.6, -5.3, -2.6, -11.3
> Cc1cc(C)n2c(Br)c(CSc3nc4ccccc4o3)nc2n1
→ 17.3*, -1.7, 8.5, 2.2, -36.6, 1.1, 0.9, 8.3, -3.2
> NC(=O)Cn1nnc(-c2ccc(C(F)(F)F)cc2)n1
→ -2.4, 3.5, 0.2, 3.6, 9.4, -4.4, 0.2, -1.1, -0.1
> COC(=O)CCc1n[nH]c(=O)[nH]c1=O
→ -5.3, -4.9, 9.8, 1.8, 24.6, 1.3, 0.4, 6.6, -4.5
> Cc1cc(Cl)c(S(=O)(=O)N2CCSCC2)cc1OCC(N)=O
→ -1.0, 6.9, 10.3, 9.0, 12.1, 5.8, 0.5, -6.0, -8.5
> COc1ccc(S(=O)(=O)N2CCOCC2)cc1C(=O)Nc1cc(C)on1
→ -7.7, -2.4, 1.1, 6.5, 7.5, -5.5, 1.8, -4.0, 4.0
> N#C/C(=C/c1ccc(Br)o1)C(N)=O
→ -4.8, ., 7.5, ., 6.1, -10.4, 0.4, 5.1, 9.9
> COc1cc(CN2CCC(C(=O)NC3CCCC3)CC2)ccc1O
→ 1.2, 14.6, 1.4, -0.7, -6.8, -4.5, -3.8, 3.1, 1.4
> COc1ccc(S(=O)(=O)N(CC(=O)NCc2ccco2)c2ccccc2)cc1OC
→ -3.5, -11.5, 11.1, 8.0, 1.1, -8.4, 6.7, -3.0, 7.2
> Cc1cccc2cc(/C=N/NC(=O)CN3CCOCC3)c(Cl)nc12
→ 0.6, -2.0, -2.0, 14.8, -10.7, -17.1, -4.3, -0.6, 17.8
> Clc1ccccc1-c1nc2ccccc2c2nncn12
→ -2.3, 2.7, 1.8, 1.6, -11.4, 4.4, 4.6, -1.3, -2.1
> CCCCOC(=O)c1ccc(NC(=O)C2CCCO2)cc1 (stereo not drawn)
→ 1.1, -2.8, -0.9, 14.3, -4.3, -2.1, 0.4, 3.0, 0.3
> CC1=C(C(=O)Nc2ccccn2)C(c2ccc(N(C)C)cc2)n2ncnc2N1 (stereo not drawn)
→ -10.2, 12.7, 0.7, 21.8, 2.5, -7.2, 5.6, 7.1, 3.6
> Cc1cc(C)n(-c2nc3c(c(=O)[nH]c(=O)n3C)n2CC(O)c2ccccc2)n1 (stereo not drawn)
→ -6.9, -3.4, 5.4, 27.8, 9.1, 4.4, -0.3, 2.8, -8.6
> COc1ccc(C(O)P(=O)(O)CCc2ccccc2)cc1 (stereo not drawn)
→ -2.9, 8.5, 4.6, -1.5, 28.8, -6.4, 0.3, -0.1, 4.9
> Cc1cccc(NC2=NCC(=O)N2CCc2ccccc2)c1
→ -3.3, -2.6, 0.9, 9.4, 9.4, 5.3, 5.1, -4.0, -3.6
> CCOc1ccc2nc(NCCNC(=O)Nc3cccc(C)c3)c(C#N)cc2c1
→ -1.9, -3.3, 18.7, 7.0, -3.1, 0.0, 3.1, 0.4, -2.0

Another view of some results above.
> COc1cc(CN2CCC(C(=O)NC3CCCC3)CC2)ccc1O
  S1P2 ag: 1.2 | PostGolgi yeast: 14.6 | HIV Rev-RRE inh: 1.4 | PostGolgi ctrl: -0.7 | S1P2 blocker: -6.8 | PTPN22 inh 2: -4.5 | EphB4 ephrin blk: -3.8 | FAK inh: 3.1 | PTPN22 act: 1.4
> COc1ccc(S(=O)(=O)N(CC(=O)NCc2ccco2)c2ccccc2)cc1OC
  S1P2 ag: -3.5 | PostGolgi yeast: -11.5 | HIV Rev-RRE inh: 11.1 | PostGolgi ctrl: 8.0 | S1P2 blocker: 1.1 | PTPN22 inh 2: -8.4 | EphB4 ephrin blk: 6.7 | FAK inh: -3.0 | PTPN22 act: 7.2
